M1 ag parental – counter-screen for M1 agonists: effect in parental CHO-K1 cells; activation, % at 3 µM; Fluo-8 calcium fluorescence; scaled to maximal ATP response, vehicle zero; 360,000 tested, 0.48% active; AID 602248, 2012; in the data active means activation above about 15%;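 further: untransfected CHO-K1 host cells lacking M1 receptor as counterscreen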
CHO-K1 Ca antag – counter-screen for M1 antagonists: effect in parental CHO-K1 cells; ATP-induced calcium, Fluo-8 fluorescence; AID 602250; 360,000 tested, 0.6% active; inhibition, % at 3 µM;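 active means inhibition above a per-plate cutoff, the plate's mean sample inhibition plus 3 SD, cut at about 24% in these data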;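 further: 0% = DMSO plus EC80 ATP and 100% = DMSO alone without ATP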
CHRM1 agonist – human M1 muscarinic receptor agonists, primary screen, Fluo-8 calcium fluorescence, CHO-K1 cells, HTS; Muscarinic acetylcholine receptor M1 (Homo sapiens), P11229; CHO-K1 hM1, agonist mode; 0% DMSO, 100% acetylcholine EC100; activation, % at 3 µM; 360,000 tested, 0.33% active; AID 588814, 2011;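 active means activation above the run's mean compound activation plus 3 SD, cut at about 16% in these data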;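 further: peak over basal fluorescence ratio within a 140 s kinetic read after compound addition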
Target sequence (P11229 whole entry, looked up): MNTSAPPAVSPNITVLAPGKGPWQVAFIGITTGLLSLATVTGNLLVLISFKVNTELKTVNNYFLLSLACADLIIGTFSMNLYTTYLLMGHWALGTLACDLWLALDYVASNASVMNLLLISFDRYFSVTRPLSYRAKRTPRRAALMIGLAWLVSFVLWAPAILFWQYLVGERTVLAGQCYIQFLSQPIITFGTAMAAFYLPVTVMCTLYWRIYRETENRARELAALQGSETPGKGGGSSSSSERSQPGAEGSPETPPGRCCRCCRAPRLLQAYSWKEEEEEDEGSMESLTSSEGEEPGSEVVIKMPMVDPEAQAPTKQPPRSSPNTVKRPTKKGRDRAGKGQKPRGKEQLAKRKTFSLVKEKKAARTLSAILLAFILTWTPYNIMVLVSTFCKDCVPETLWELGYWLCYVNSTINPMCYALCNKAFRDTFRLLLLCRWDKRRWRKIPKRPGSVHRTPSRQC
TAAR1 agonist – human TAAR1 agonists, primary screen, Fluo-8 calcium fluorescence, CHO RD-HGA16 cells. activation, % at 3 µM. vehicle wells 0%, saturating PEA agonist 100%. 360,000 tested, 0.99% active. Trace amine-associated receptor 1 (Homo sapiens), Q96RJ0;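 active means activation above the mean activation of all test compounds in the run plus 3 SD, cut at about 38% in these data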
Target sequence (Q96RJ0 whole entry, looked up): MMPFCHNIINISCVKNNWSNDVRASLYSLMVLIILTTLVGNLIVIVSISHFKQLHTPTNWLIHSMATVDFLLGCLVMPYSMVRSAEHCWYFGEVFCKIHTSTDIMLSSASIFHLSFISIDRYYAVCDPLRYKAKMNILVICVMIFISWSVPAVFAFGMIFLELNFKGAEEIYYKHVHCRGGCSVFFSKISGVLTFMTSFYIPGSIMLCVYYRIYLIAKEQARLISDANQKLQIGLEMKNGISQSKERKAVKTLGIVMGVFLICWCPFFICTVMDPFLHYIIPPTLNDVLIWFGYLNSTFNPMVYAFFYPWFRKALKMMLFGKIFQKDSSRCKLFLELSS
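test system = CHO RD-HGA16 cells carrying human TAAR1 plus Gα16 | schedule = 17-24 h seeding, 75 min 37 °C dye, 30 min RT | compound dosing = 3 µM single concentration | control set = DMSO and PEA EC100 | replicates = n 1 | signal = Fluo-8 fluorescence, 5 s baseline then 140 s kinetic read | measure = percent activation vs PEA EC100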
CHO-K1 Ca PAM – nonselective calcium activators in parental CHO-K1 cells, primary screen, counter-screen for M1 PAM project, cell-based, Fluo-8 calcium fluorescence, full deck, 1536-well. ATP EC20; 0% at ATP EC20, 100% at ATP max. activation, % at 3 µM. 360,000 tested, 0.02% active;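 active means activation above the run cutoff, the mean activation of all test compounds plus 3 SD, cut at about 40% in these data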;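 further: peak over basal fluorescence ratio in a 140 s read after ATP addition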
OXTR potentiate – human OXTR potentiators, primary screen, fluorescence, CHO-OTR cells, Fluo-8 calcium. Oxytocin receptor (Homo sapiens), P30559. Fluo-8 calcium fluorescence, potentiator mode; 0% = oxytocin EC15, 100% = EC100. activation, % at 3 µM. 320,000 tested, 0.061% active;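 active means activation above that plate's cutoff, the mean activation of tested compounds plus 3 SD, cut at about 6.6% in these data, passing the limit was not always enough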;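 further: 100% uses oxytocin at 75 nM as the full agonist control; some results filed as inactive read as strong as hits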
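System: human OTR in CHO cells / Also added: sub-maximal oxytocin, roughly EC15 / Control set: EC15 oxytocin low, 75 nM oxytocin high / Schedule: 6 min compound pre-incubation at room temperature, 100 s kinetic read / Compound: single-point 3.0 µM / Replication: singlicate / Technique: Fluo-8 calcium dye fluorescence / Read-out basis: % activation of max/min ratio relative to oxytocin controls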
CHO parental Ca – ATP-evoked calcium signal inhibitors, parental CHO, primary screen, counter-screen for OX1R antagonist project, cell-based, fluorescence, Fluo-8 calcium dye; parental CHO-K1, ATP-induced calcium, Fluo-8 fluorescence; inhibition, % at 5.6 µM; 330,000 tested, 0.63% active; AID 463079, 2010;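 active means inhibition above that plate's mean sample inhibition plus 3 SD, cut at about 26% in these data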;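 further: 0% = ATP-challenged DMSO wells and 100% = DMSO wells without ATP; some compounds past the cut are filed as inactive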
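material = parental CHO cells | also added = ATP as calcium-mobilizing challenge | dosing = single point at 5.6 µM | detection = intracellular calcium via Fluo-8 no-wash fluorescent dye | read-out = % inhibition | benchmarks = low control ATP plus DMSO, high control DMSO only | repeats = one well per compound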
TAAR1 antag – human TAAR1 antagonists, primary screen, Fluo-8 calcium fluorescence, CHO RD-HGA16 cells. Trace amine-associated receptor 1 (Homo sapiens), Q96RJ0. antagonist. inhibition, % at 3 µM. 360,000 tested, 1.5% active. AID 624466, 2012;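 active means inhibition above a per-plate cutoff, the mean inhibition of test compounds on that plate plus 3 SD, cut at about 49% in these data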;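 further: 0% = DMSO plus EC80 beta-PEA response and 100% = DMSO alone without agonist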
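Test system: RD-HGA16 CHO cells with stable hTAAR1 and Gα16 / Probe or stimulus: EC80 β-phenethylamine stimulus / Times: seeding 17-24 h prior, 75-min 37 °C, 30-min RT dye loading / Detection: Fluo-8 calcium-sensitive fluorescence / Read-out basis: % inhibition scaled between DMSO and EC80 PEA controls / Repeats: singlicate, one well per test compound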
CHRM1 antagonist – human M1 muscarinic receptor antagonists, primary screen, CHO-K1 cells, Fluo-8 calcium fluorescence, 1536-well | AID 588852, 2011 | Muscarinic acetylcholine receptor M1 (Homo sapiens), P11229 | CHO-K1 hM1, ACh EC80 antagonist | 360,000 tested, 1.3% active | inhibition, % at 3 µM;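 active means percent inhibition above its own plate's cutoff, namely the mean of that plate's compound wells plus 3 SD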;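 further: peak over basal fluorescence ratio during 140 s after agonist addition; 0% = ACh EC80 plus DMSO and 100% = DMSO alone without agonist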
Starred values were filed as active, the others as inactive; . = no result given. Compounds as they come; about 4.2% have a hit in one of these screens.

SMILES	M1 ag parental	CHO-K1 Ca antag	CHRM1 agonist	TAAR1 agonist	CHO-K1 Ca PAM	OXTR potentiate	CHO parental Ca	TAAR1 antag	CHRM1 antagonist
COc1ccc(NC(=O)c2c(C(F)(F)F)nn(C)c2SCc2ccccc2)cc1	1.0	11	-7	2	-6	-6	2	-9	3
CC(C)(C)OC(=O)[C@H](Cc1ccccc1)NC(=O)c1nc[nH]c1C(=O)N1CCN(C(=O)OC(C)(C)C)CC1	1.1	3	-8	14	4	-4	-20	27	0
O=C(c1cnc2sccn2c1=O)N1CCN(c2ccccc2Cl)CC1	0.5	5	-1	7	-12	2	-3	-2	-10
C=CCSc1nnc(NC(=O)c2ccc(NC(C)=O)cc2)s1	1.1	-2	-4	-2	10	-6	-15	-21	-3
COc1nc(NC2OC(CO)C(O)C(O)C2O)c(N)c(=O)[nH]1 (stereo not drawn)	1.8	-12	-2	3	13	.	.	-4	-3
CCOc1ccc(S(=O)(=O)N(CC)CC)cc1NC(=O)CSCc1c(C)noc1C	0.0	-11	-5	4	8	-12	-15	-10	-5
CCOc1ccc(NC(=O)c2cnc3scc(C)n3c2=O)cc1	-0.4	3	-1	1	7	-10	0	-29	-9
Oc1c(N=Nc2ccccn2)ccc2ccccc12	0.1	11	-5	15	6	0	31	42	10
O=C(NC1CCN(Cc2ccccc2)CC1)C1COc2ccccc2O1 (stereo not drawn)	0.4	3	-7	12	-5	0	-8	16	83*
COc1ccccc1N1CCN(C(=O)C(=O)N/N=C/c2cccc(O)c2)CC1	1.1	-17	0	12	12	-2	-1	1	-9
COc1ccccc1NC(=O)c1ccc(COc2ccc3c(c2)CCC3)cc1	0.1	19	1	0	-10	-5	-10	-20	0
COC(=O)C1(Cc2ccc3c(c2)CCC3)Cc2ccc3c(c2C1=O)CCC3 (stereo not drawn)	0.4	-18	-3	0	15	.	.	-8	-11
O=c1c2c3c(sc2nc(NCCO)n1Cc1ccco1)CCCCC3	0.2	-1	-4	12	12	-9	-6	-14	-2
CC(=O)C(=Cc1ccccc1)c1ccccc1	0.2	-4	.	-2	-2	.	.	-12	.
CCOC(=O)C1=CCN(S(=O)(=O)c2ccccc2)C1c1ccc(Cl)cc1 (stereo not drawn)	1.7	0	-8	1	20	.	.	7	5
O=C1CCC(C(=O)OC(C(=O)c2c[nH]c3ccccc23)c2ccccc2)=NN1 (stereo not drawn)	1.1	-2	-7	2	13	-4	0	-16	4
O=C(Nc1ccccc1)C1=C[C@@H](C2CC2)C[C@@H](OCCCCO)O1	0.0	-4	-3	5	4	3	-12	2	-3
COc1ccc(C(=O)NC(=S)NC2CCSC2=O)cc1 (stereo not drawn)	0.8	-5	-7	0	22	-1	-7	-2	-2
CCOc1ccc2c(c1)nc(SCC(=O)c1ccc(Br)s1)n2C	0.8	-11	-8	8	22	-3	-6	14	-6
CC1CC1C(=O)OCC(=O)N(C)c1c(N)n(Cc2ccccc2)c(=O)[nH]c1=O (stereo not drawn)	0.8	-2	0	51*	11	-6	12	-20	-5
C(=N\c1nc2ccccc2[nH]1)/c1cccs1	-0.1	-1	-4	8	-12	-2	-11	-5	19
COc1ccc(CCN2C(=O)c3ccccc3C2c2nnnn2Cc2ccccc2)cc1OC (stereo not drawn)	3.6	5	.	13	8	.	.	20	.
O=C(CSc1nc2c(sc3ccccc32)c(=O)n1CCO)NCc1ccco1	1.9	6	-4	12	5	4	-13	4	7
CCn1ncc(C2=NOC(C(=O)NCC(C)C)C2)c1C (stereo not drawn)	0.2	-4	-3	5	17	-10	-6	-11	-7
CCCOc1ccccc1NC(=O)Nc1ccccc1Cl	0.1	-1	-10	6	14	0	-23	9	-1
(continued)
SMILES	M1 ag parental	CHO-K1 Ca antag	CHRM1 agonist	TAAR1 agonist	CHO-K1 Ca PAM	OXTR potentiate	CHO parental Ca	TAAR1 antag	CHRM1 antagonist
N#CCCn1cc(CNCc2ccccc2)c(-c2cccc([N+](=O)[O-])c2)n1	-0.4	15	-9	1	-14	-12	-12	-8	-5
Cc1c(C)c2cc(Cl)c(OCC(=O)NC3CC(C)(C)NC(C)(C)C3)cc2oc1=O	0.7	-8	-12	2	0	1	-21	-18	3
N=c1n(-c2ccccc2)c(O)cc(=O)n1-c1ccccc1	0.1	-9	-4	-1	15	8	-3	0	-3
COc1ccc(-c2cc(C(F)F)n3ncc(C(=O)N4CCCCC4)c3n2)cc1	-0.7	15	-4	2	-25	-3	-30	-11	-6
O=C(CNC(=O)c1ccc(-c2ccccc2)cc1)Nc1cccc(CO)c1	0.1	0	-2	-1	-17	-7	-13	-7	-2
O=C(Nc1cccc(-n2cnnn2)c1)c1cc(Cl)nc(Cl)c1	9.0	8	6	49*	15	-6	-6	30	3
CC(C)CNC(=O)c1cc(=O)[nH]c2ccc(S(=O)(=O)Nc3ccc(F)cc3)cc12	0.2	-11	-2	1	7	8	-3	-12	-5
C=CCn1c(SCC(=O)Nc2ccc(O)cc2)nc2sc(CC)cc2c1=O	5.6	0	-4	8	-10	-10	-12	39	0
COc1cc(OC)cc(N(C(=O)CNC(=O)c2cccs2)C(C(=O)NCC2CCCO2)c2ccccc2)c1 (stereo not drawn)	5.7	-16	-1	15	8	-9	-20	39	-6
CCN(CC(=O)Nc1ccccc1C(F)(F)F)C(=O)CSCc1c(C)noc1C	0.2	12	-3	3	10	3	-9	-15	11
CCCC(=O)Nc1ccc(C(=O)N/N=C/c2ccc([N+](=O)[O-])o2)cc1	1.1	-19	-6	4	30	-3	1	-13	-8
Nn1c(Cc2cccc3ccccc23)nnc1SCc1ccccc1	0.8	-9	-5	4	19	-7	-11	-12	5
CCCS(=O)(=O)c1nc(S(=O)(=O)c2ccc(C)cc2)c(N2CCN(C)CC2)s1	1.6	-16	-7	3	14	-13	-5	-21	-5
O=C(O)c1ccc(S(=O)(=O)N2CCCCCCC2)cc1	1.0	-13	0	1	19	.	.	-5	-23
CCc1ccc(NC(=O)C(C)OC(=O)/C=C/c2ccc(O)c(OC)c2)cc1 (stereo not drawn)	25*	-8	34*	111*	-12	-11	6	82*	-4
Cc1c(C)n(CC(O)CN2CCOCC2)c2ccccc12 (stereo not drawn)	0.7	-20	-6	16	4	-1	-13	7	-1
CCN(CCCNS(=O)(=O)c1cc(-c2cc(C)no2)ccc1C)Cc1ccccc1	9.5	6	-6	0	6	-11	-6	-11	-1
O=C1CC(Nc2ccc(N3CCOCC3)cc2)C(=O)N1Cc1ccccc1 (stereo not drawn)	-0.2	-4	-5	5	12	-6	-6	4	3
O=S(=O)(Nc1cccc(-c2nnco2)c1)c1ccc(F)cc1F	0.8	-2	-1	2	2	-8	-3	-11	-6
O=c1nc(N2CCOCC2)nc2n1CCO2	1.0	-9	-1	13	13	-3	-5	-17	-37
O=C(Nc1c2c(nc3ccccc13)CCCC2)c1cccc([N+](=O)[O-])c1	0.5	-11	-6	-1	23	-2	-9	7	-9
O=C(Nc1cccc(-c2cn3c(n2)SCC3)c1)c1ccc2c(c1)OCO2	1.7	-3	-4	0	5	-10	-5	32	17
CCCOC(=O)c1ccc(NC(=O)CCOc2ccccc2)cc1	1.0	-5	-4	2	12	3	-10	-16	7
Cc1nnsc1S(=O)c1ccc(F)cc1 (stereo not drawn)	1.8	-6	-5	5	12	-15	9	0	-3
Cc1cccc(N2C(=O)c3cccc4c(N5CCCCC5)c([N+](=O)[O-])cc(c34)C2=O)c1C	0.2	-13	-5	0	12	4	-9	-12	-8
(listing goes on)
SMILES	M1 ag parental	CHO-K1 Ca antag	CHRM1 agonist	TAAR1 agonist	CHO-K1 Ca PAM	OXTR potentiate	CHO parental Ca	TAAR1 antag	CHRM1 antagonist
COc1cccc(/C=N/NC(=O)CSc2ccccc2C)c1O	1.3	-4	-8	3	-13	-13	0	-2	-4
Cc1ccc(N2CCN(C(=O)N3CCOCC3)CC2)c(C)c1	0.9	-11	-3	7	4	0	-4	-30	-20
CN1CCN(C(=O)CCN2C(=O)/C(=C\c3ccc(F)cc3)SC2=S)CC1	2.5	-8	-2	4	3	-6	-10	14	-21
CCN(CC)C(CNC(=O)CSc1nnnn1-c1cccc(F)c1)c1ccco1 (stereo not drawn)	-0.1	8	-8	1	-3	-2	-9	-3	-5
NC(=O)C1CCN(c2nc3ccccc3nc2NS(=O)(=O)c2ccc(Br)cc2)CC1	-0.3	-13	0	4	10	-2	-17	7	-21
NNc1nc2c(Cl)cccc2s1	0.0	5	-8	4	6	0	-9	-5	-1
CCOC(=O)N1CCC(c2nc3ccccc3[nH]2)CC1	0.6	3	-6	1	-5	-8	-16	-1	-8
CCCN(C(=O)c1ccc([N+](=O)[O-])c(C)c1)c1c(N)n(Cc2ccccc2)c(=O)[nH]c1=O	0.3	-18	-4	8	17	-4	-13	-12	-5
Cc1cc(S(=O)(=O)Nc2noc3ccccc23)ccc1F	-0.4	-11	-2	-1	-3	-8	-5	3	-10
Cc1csc(SCC(=O)NC(=O)NC(C)(C)C)n1	-0.1	14	-14	8	-12	1	-9	5	-11
O=C1OC(COc2ccc(Br)cc2)CN1c1ccccc1 (stereo not drawn)	2.5	-12	-4	1	20	-5	-1	-7	-4
CC(C)=CC[N+]1(C)CCCCC1	0.0	-1	-8	0	11	-3	0	7	5

Another view of part of the listing above:
mol,M1 ag parental,CHO-K1 Ca antag,CHRM1 agonist,TAAR1 agonist,CHO-K1 Ca PAM,OXTR potentiate,CHO parental Ca,TAAR1 antag,CHRM1 antagonist
COc1ccc(NC(=O)c2c(C(F)(F)F)nn(C)c2SCc2ccccc2)cc1,1.0,11,-7,2,-6,-6,2,-9,3
N=c1n(-c2ccccc2)c(O)cc(=O)n1-c1ccccc1,0.1,-9,-4,-1,15,8,-3,0,-3
C(=N\c1nc2ccccc2[nH]1)/c1cccs1,-0.1,-1,-4,8,-12,-2,-11,-5,19
CC(C)(C)OC(=O)[C@H](Cc1ccccc1)NC(=O)c1nc[nH]c1C(=O)N1CCN(C(=O)OC(C)(C)C)CC1,1.1,3,-8,14,4,-4,-20,27,0
